Assay outcomes (PubChem BioAssay)
CYP2C9 activ – CYP2C9 (human) activation; recombinant CYP2C9, luciferin-H conversion, luminescence; active compounds read high; factor 1 = untreated enzyme, 0 = blocked; activation factor at 5 µM; 96,000 tested, 1.4% active; AID 1024;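 active = activation factor of 2 or more for CYP2C9 at a 5 µM dose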;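 note: 0 = sulfaphenazole-blocked wells and 1 = vehicle-only wells; values of inactives mirror those of a sister screen read the other way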
CYP2C9 inh – blocks human cytochrome P450 2C9 | P11712 | CYP2C9 Supersomes, luciferin-H conversion, luminescence | inhibition, % at 5 µM | 96,000 tested, 20% active;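 active = blocking of liver enzyme CYP2C9 beyond about 50% at 5 µM, limit read from the data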; note: values of inactives mirror those of a sister screen read the other way
Candida biofilm – kills Candida albicans biofilms; C. albicans biofilm + clotrimazole, Alamar Blue; inhibition, % at 6 µM; 85,000 tested, 0.14% active;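 active = inhibition above 20%; inactive = inhibition below 20%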;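 note: preformed 24 hr biofilms exposed to compound for 48 hr; 0% = biofilm without compound and 100% = blank killed by clotrimazole plus chlorhexidine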
HUVEC tox IL1B – HUVEC cytotoxicity counter-screen, IL-1B stimulated | HUVEC cell count loss, Hoechst imaging | AID 845 | cell count reduction, % at 2 µM | 94,000 tested, 0.41% active;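 active = cell count reduction more than 3 SD above the screen-wide mean, cut at about 70% in these data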;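 note: normalized per plate to untreated control cells as the no-loss baseline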
TNFa cytotox – toxic to HUVEC cells under TNF alpha stimulation; HUVEC TNFalpha-stimulated, Hoechst cell count, imaging; cell count reduction, % at 2 µM; 93,000 tested, 0.17% active;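 active = cell count reduction exceeding the screen mean by over 5 SD, scaled to untreated wells per plate, cut at about 78% in these data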;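 note: cells counted after 24 h of TNF alpha exposure following the 1 h pretreatment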
CYP2C19 act – cytochrome P450 2C19 (human) activation | recombinant CYP2C19, luciferin-H EGE luminescence; active compounds read high; 0 = fully inhibited enzyme, 1 = untreated enzyme | activation factor at 5 µM | 96,000 tested, under 10 active | AID 1025;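 active = activation factor of at least 2 at 5 µM in the primary screen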;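 note: 0 = wells with 2.5 mM tranylcypromine and 1 = vehicle-only wells; values of inactives mirror those of a sister screen read the other way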
Target sequence (P33261 whole entry, looked up): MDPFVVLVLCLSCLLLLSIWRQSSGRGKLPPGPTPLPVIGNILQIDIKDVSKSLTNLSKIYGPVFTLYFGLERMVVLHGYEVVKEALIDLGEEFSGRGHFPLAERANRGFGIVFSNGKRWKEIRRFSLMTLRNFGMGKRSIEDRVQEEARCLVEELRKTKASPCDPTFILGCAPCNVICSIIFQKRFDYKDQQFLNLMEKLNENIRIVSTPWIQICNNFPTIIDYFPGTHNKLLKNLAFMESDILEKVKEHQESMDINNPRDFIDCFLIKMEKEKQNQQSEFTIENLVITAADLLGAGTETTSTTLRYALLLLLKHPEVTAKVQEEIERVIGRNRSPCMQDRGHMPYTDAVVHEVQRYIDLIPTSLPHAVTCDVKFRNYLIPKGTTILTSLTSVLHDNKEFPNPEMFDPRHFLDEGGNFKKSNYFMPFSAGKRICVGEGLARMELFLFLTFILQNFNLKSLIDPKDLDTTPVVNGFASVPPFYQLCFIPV
VCAM1 TNFa inh – reduces TNF alpha induced VCAM1 expression in HUVEC. 95,000 tested, 0.48% active. AID 802. HUVEC TNFa-induced VCAM-1 immunofluorescence, high-content imaging. inhibition, % at 2 µM;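 active = inhibition above the batch mean plus 3 SD, with images confirmed as a hit by eye, cut at about 37% in these data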;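 note: 0% = TNF-stimulated DMSO wells and 100% = unstimulated control wells; not every result past the cut was called active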
hDAT+cocaine – human DAT dopamine uptake with cocaine, either direction; Q01959; LLC-PK1 hDAT cells, [14C]-dopamine uptake with cocaine IC80; actives deviate in either direction; B-score at 10 µM; 110,000 tested, 1.3% active;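 active = Z score or B-score, a plate-position-corrected score, falls beyond the plate's 99.7% confidence bounds, in either direction; inactive = both scores lie inside the 99.7% bounds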;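 note: scored against the spread of the other compound wells on the same plate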
Target sequence (Q01959 whole entry, looked up): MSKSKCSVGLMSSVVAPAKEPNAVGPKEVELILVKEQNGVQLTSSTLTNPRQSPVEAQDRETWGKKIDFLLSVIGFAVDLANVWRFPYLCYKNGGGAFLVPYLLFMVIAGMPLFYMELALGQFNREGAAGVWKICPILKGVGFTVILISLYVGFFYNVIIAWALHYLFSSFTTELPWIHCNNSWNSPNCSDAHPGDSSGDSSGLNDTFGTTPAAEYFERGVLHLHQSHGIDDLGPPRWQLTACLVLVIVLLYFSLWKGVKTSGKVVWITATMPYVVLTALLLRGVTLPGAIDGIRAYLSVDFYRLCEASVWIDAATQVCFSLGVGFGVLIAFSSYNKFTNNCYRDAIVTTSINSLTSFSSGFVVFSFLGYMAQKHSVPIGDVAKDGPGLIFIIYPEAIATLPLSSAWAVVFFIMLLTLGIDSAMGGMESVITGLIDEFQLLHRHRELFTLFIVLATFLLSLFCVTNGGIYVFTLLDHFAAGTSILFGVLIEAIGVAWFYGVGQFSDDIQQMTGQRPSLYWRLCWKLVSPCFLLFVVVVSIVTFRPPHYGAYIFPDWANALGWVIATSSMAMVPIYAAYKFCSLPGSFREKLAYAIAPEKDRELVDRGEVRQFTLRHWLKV
CYP2C19 inh – blocks human cytochrome P450 2C19. CYP2C19 Supersomes, luciferin-H EGE luminescence, 30 min. inhibition, % at 5 µM. 96,000 tested, 21% active. AID 778;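 active = CYP2C19 inhibition above a set limit at 5 µM in the primary screen, cut at about 50% in these data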;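 note: plate controls were negative control wells for no effect and 2.5 mM tranylcypromine positive control for full effect; values of inactives mirror those of a sister screen read the other way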
* = called active by the depositor; . = no result given.

Fields – CYP2C9 activ | TNFa cytotox | CYP2C9 inh | VCAM1 TNFa inh | HUVEC tox IL1B | hDAT+cocaine | CYP2C19 act | CYP2C19 inh | Candida biofilm
- COc1ccc(CCNC(=O)CCC(=O)N2CCN(S(=O)(=O)c3ccc(Cl)cc3)CC2)cc1OC
 : 0.9 | 8 | 14 | 5 | 12 | 2.4 | 1 | 0 | 0
- O=C1CC(c2ccco2)CC(O)=C1C=NCCO (stereo unspecified)
 : 1.1 | -1 | -13 | -5 | 3 | 1.1 | 1.2 | -25 | 6
- O=C(CSC1=NCCS1)N1CCc2ccccc21
 : 0.4 | -19 | 63* | 10 | -32 | 0.38 | 0.5 | 49 | 5
- COc1ccccc1C1NC(c2ccccc2OC)C(C)C(=O)C1C (stereo unspecified)
 : 0.3 | -9 | 67* | -18 | -70 | -0.24 | 0 | 100* | -2
- O=C1CC(c2ccccc2)CN1Cc1ccccc1 (stereo unspecified)
 : 0.8 | 5 | 19 | 21 | 3 | 0.43 | 0.1 | 93* | 6
- CCn1c(SCC(N)=O)nc2sc3c(c2c1=O)CCCC3
 : 0.4 | -23 | 55* | 16 | 6 | 0.084 | 0.9 | 14 | 0
- CC(NC(=O)Nc1ncccn1)(C(F)(F)F)C(F)(F)F
 : 1 | -13 | 2 | 6 | 26 | -1.5 | 0.8 | 20 | 6
- Cc1ccc(S(=O)(=O)Nc2ccc(-c3nnc(SCC#N)n3C)cc2)cc1
 : 0.7 | -20 | 28 | 9 | -17 | 0.017 | 0.9 | 8 | .
- O=C1C2C3C=CC(C4CC34)C2C(=O)N1/N=C/c1ccc(-c2ccccc2[N+](=O)[O-])o1 (stereo unspecified)
 : 0.6 | -4 | 37 | 27 | -120 | 0.46 | 0.3 | 72* | 4
- COc1ccc(CCNC(=O)CN2CCN(c3ccccc3Cl)CC2)cc1
 : 0.5 | -7 | 47 | -18 | 10 | 1.3 | 0.6 | 43 | .
- CCCC(C)C(=O)Nc1ccc(Cl)cn1 (stereo unspecified)
 : 0.9 | 7 | 14 | 3 | -4 | -1.3 | 0.5 | 53* | 4
- CC(C)CC(=O)NN1CCCCC1
 : 0.9 | -5 | 9 | 13 | -2 | -0.41 | 1 | 0 | .
- O=C(COc1ccc2ccccc2c1Br)Nc1ncn[nH]1
 : 0.9 | . | 9 | . | . | 0.8 | 0.4 | 56* | 9
- COc1cc(-c2nnc(SCC(=O)N3CCCC3)o2)cc(OC)c1OC
 : 1.2 | . | -22 | . | -19 | 0.2 | 1.1 | -10 | 7
- CCOC(=O)c1c(C)nc2ccccc2c1C
 : 0.9 | -5 | 5 | 12 | 2 | -0.29 | 0.6 | 37 | -1
- Cc1c(NC(=O)Nc2cccc(Cl)c2)c(=O)n(-c2ccccc2)n1C
 : 0.8 | . | 19 | . | . | 0.31 | 0.9 | 6 | 3
- Cc1cccc(C)c1NC(=O)CCCSc1nnnn1C
 : 1 | -37 | 3 | 2 | 1 | -0.62 | 0.8 | 23 | 0
- CCC(=O)c1cn(CC(=O)NCc2ccco2)c2ccccc12
 : 1 | 13 | -4 | -8 | -35 | -0.29 | 0.8 | 21 | 5
- O=C(NC1CCCCC1)C(c1cccnc1)N(C(=O)c1csnn1)C1CCCC1 (stereo unspecified)
 : . | . | . | -5 | -41 | -0.53 | . | . | 4
- CC(C)(C)c1nnc(NC(=O)C2CCN(c3ncccn3)CC2)s1
 : 0.9 | 19 | 11 | 11 | -5 | 0.93 | 1.2 | -17 | 4
- CCN(Cc1ccccc1)C(=O)CSc1nc(C)cc(C)c1C#N
 : 1.6 | -17 | -60 | 2 | -27 | -0.03 | 0.4 | 62* | .
- CCC(C)c1ccc(NC(=S)NCc2cccs2)cc1 (stereo unspecified)
 : 0.7 | 1 | 33 | 21 | -8 | 1.2 | 0.4 | 58* | 9
- CCOC(=O)CSc1nnc(CSc2nc(C)cc(C)n2)n1Cc1ccco1
 : 0.8 | -24 | 21 | 4 | -27 | -0.0066 | 0.5 | 47 | 6
- CCOc1ccc(S(=O)(=O)n2ccnc2)c2ccccc12
 : 0.1 | -3 | 93* | 15 | -10 | -0.7 | 0.3 | 66* | 7
- CCCCC(=O)Nc1nnc(-c2ccc(OC)cc2)s1
 : . | -8 | . | 15 | -6 | 0.0029 | . | . | 8
- O=C1C2C3C=CC(CO)(O3)C2C(=O)N1c1ccccc1-c1ccccc1 (stereo unspecified)
 : 0.9 | . | 11 | . | . | -0.11 | 0.8 | 19 | 4
- COc1ccccc1NC(=S)NNC(=O)c1ccccc1
 : . | -18 | . | 24 | -1 | 0.0023 | . | . | 1
- Cc1ccc(-n2nc3c(c2NC(=O)c2ccc4c(c2)OCO4)CSC3)cc1
 : . | -3 | . | 17 | 93* | -0.049 | . | . | 2
- O=C(Nc1ccccn1)c1cccs1
 : 1.2 | -18 | -16 | 12 | -28 | -1.1 | 1.1 | -12 | 7
- FC(F)(F)c1cnc(/C=C/Nc2ccccc2Cl)c(Cl)c1
 : 0.8 | 16 | 24 | 11 | -4 | -0.86 | 1 | -2 | .
- CCOC(=O)N1CCN(CCC(=O)Nc2ccc(C)c(Br)c2)CC1
 : 0.9 | -19 | 15 | 7 | -9 | 0.14 | 0.8 | 21 | .
- CC1CCCCN1CCNC(=O)c1cc2c(-c3ccccc3F)nn(C)c2s1 (stereo unspecified)
 : 0.9 | -18 | 14 | -8 | -3 | 0.68 | 1 | 3 | 2
- Cc1cccn2c(=O)c3cc(C(=O)NCC4CCCO4)c(=N)n(Cc4cccnc4)c3nc12 (stereo unspecified)
 : 0.8 | . | 22 | . | . | -0.15 | 1 | 3 | 10
- O=C(CCS(=O)(=O)c1ccc(Br)cc1)N1CCN(c2ccccc2)CC1
 : 0.6 | . | 39 | . | . | -0.11 | 0.8 | 16 | 9
- CCN(C(=O)c1cn(C)c(=O)c2cc(OC)c(OC)cc12)c1cc(C)ccc1C
 : 0.8 | -9 | 23 | -2 | -14 | 0.99 | 1 | -4 | 3
- CN(C)/C=C1/C(=O)Nc2ccccc21
 : 1.1 | -36 | -13 | 19 | -22 | -0.88 | 1.1 | -10 | 4
- CCC(=O)N1N=C(c2ccc(NS(C)(=O)=O)cc2)CC1c1ccc(C)cc1 (stereo unspecified)
 : 0.6 | -12 | 42 | 6 | -24 | 0.25 | 0.7 | 29 | 7
- CCOC(=O)C(CCCOc1ccccc1)C(=O)OCC
 : 1 | -32 | 5 | 3 | 4 | -0.23 | 0.8 | 20 | 2
- CCCCOC(=O)C(C)Nc1n[nH]c(=S)[nH]c1=O (stereo unspecified)
 : 0.2 | -4 | 79* | 24 | -9 | 0.3 | 0.7 | 26 | 6
- COC(=O)C1CCN(C(=O)Cc2ccc(OC)c(OC)c2)CC1
 : . | 2 | . | 2 | -26 | -1.7 | . | . | 4
- COC(=O)c1ccc(O)c(Sc2cc(C(=O)OC)ccc2O)c1
 : 0 | -35 | 100* | 10 | 7 | . | 0.1 | 88* | 5
- CCOC(=O)c1cccc(NC(=O)c2cccnc2)c1
 : 0.9 | . | 12 | . | . | 1.3 | 0.9 | 14 | 8
- CCOc1ccc(N2C(=O)c3ccccc3C2=O)cc1
 : 1.3 | -11 | -33 | -12 | -8 | -0.15 | 1 | 4 | 3
- O=c1c2c(nc3cc(-c4ccccc4)[nH]n13)CCC2
 : 1 | -23 | 5 | 2 | -13 | 0.94 | 0.9 | 8 | 3
- Cc1n[nH]c(=S)n(/N=C/c2ccccn2)c1=O
 : 1.1 | -1 | -10 | 27 | 15 | 0.57 | 1.2 | -15 | 9
- CCOc1ccc(N=c2scc(-c3ccc(OC)cc3)n2CCO)cc1
 : . | -6 | . | 6 | -30 | 0.39 | . | . | -4
- COC(=O)c1cccc(Oc2nc3c(c(=O)n(C)c(=O)n3C)n2C(C)C)c1
 : 0.3 | 51 | 75* | -13 | 6 | -0.065 | 0.7 | 34 | .
- Cc1ccc(-c2nnc(N3CCN(C(=O)CSc4ncn[nH]4)CC3)c3ccccc23)cc1
 : 0.4 | -2 | 64* | 2 | 7 | 2.7* | 0.3 | 70* | -2
- Cc1nn(-c2ccccc2)c(Cl)c1C(=O)Nc1nnc(C2CCCC2)s1
 : 0.1 | . | 94* | . | . | 1.5 | 0.6 | 44 | 2
- CCC(Sc1nncn1C)C(=O)Nc1nnc(-c2ccccc2Cl)s1 (stereo unspecified)
 : 0.7 | 7 | 30 | 7 | 20 | 2.1 | 1.1 | -9 | 5
- COc1ccc(C(=O)CSc2nnc(-c3ccccn3)n2Cc2ccco2)cc1
 : 0.3 | -37 | 66* | 9 | 21 | 1.1 | 0.7 | 29 | -1
- Cc1ccc(Nc2nc(-c3c(C)n(C)n(-c4ccccc4)c3=O)c(C)s2)cc1
 : 1 | 6 | 4 | 6 | -40 | . | 1 | -1 | .
- COc1ccc(C(C(=O)NC2CCCC2)N(Cc2ccc(F)cc2)C(=O)c2ccn[nH]2)cc1OC (stereo unspecified)
 : 1 | -5 | 0 | -3 | 9 | 1.3 | 0.7 | 33 | .
- Cc1nc2sc(C(c3ccco3)N3CCN(C(c4ccccc4)c4ccccc4)CC3)c(O)n2n1 (stereo unspecified)
 : 0.7 | . | 33 | . | . | 0.92 | 0.8 | 20 | 16
- CCN1C2=NCCCN2c2cc(C)c(C)cc21
 : 1.1 | -23 | -10 | 7 | 2 | -0.59 | 1.1 | -14 | .
- CC(C)Cc1nnc(NS(C)(=O)=O)s1
 : 0.9 | 2 | 11 | -3 | . | -7.8* | 1 | -1 | 13
- O=C(NCC1CCCO1)c1ccc(C(=O)NCC2CCCO2)cc1 (stereo unspecified)
 : 1.2 | . | -20 | . | -17 | -0.66 | 1 | 3 | -1
- COc1ccc(NS(=O)(=O)c2ccc3oc(Nc4ccc5c(c4)OCCO5)nc3c2)cc1
 : 0 | -20 | 96* | -7 | 4 | -0.86 | 0.5 | 51* | 4
- O=S(=O)(c1cc(Cl)ccc1Cl)N1CC2CCCN2c2ccc(C(F)(F)F)cc21 (stereo unspecified)
 : 0.2 | -9 | 82* | 8 | -14 | 0.38 | 0.8 | 17 | .
- COc1ccc2c3c(cccc13)OCC2=O
 : 0.6 | -11 | 40 | -13 | 3 | -0.25 | 0.5 | 51* | 4

Two neighbouring entries already listed, for reference:
Fields – CYP2C9 activ | TNFa cytotox | CYP2C9 inh | VCAM1 TNFa inh | HUVEC tox IL1B | hDAT+cocaine | CYP2C19 act | CYP2C19 inh | Candida biofilm
- O=S(=O)(c1cc(Cl)ccc1Cl)N1CC2CCCN2c2ccc(C(F)(F)F)cc21 (stereo unspecified)
 : 0.2 | -9 | 82* | 8 | -14 | 0.38 | 0.8 | 17 | .
- COc1ccc2c3c(cccc13)OCC2=O
 : 0.6 | -11 | 40 | -13 | 3 | -0.25 | 0.5 | 51* | 4

(list continues)
Fields – CYP2C9 activ | TNFa cytotox | CYP2C9 inh | VCAM1 TNFa inh | HUVEC tox IL1B | hDAT+cocaine | CYP2C19 act | CYP2C19 inh | Candida biofilm
- Cc1ccn2cc(CCNC(=O)CC(C)(C)C)nc2c1
 : . | 4 | . | -10 | 6 | 0.01 | . | . | 1
- CCCCCCOC(=O)c1ccc(OC(=O)c2cccnc2)cc1
 : 0.1 | -26 | 86* | 7 | -167 | -0.44 | 0.3 | 72* | 2
- Cc1ccc(-n2ncc3c(N4CCC(C(N)=O)CC4)ncnc32)c(C)c1
 : . | 6 | . | -10 | -25 | 0.37 | . | . | -3
- COC(=O)c1cc(C)sc1NC(=O)C1CC=CCC1C(=O)O (stereo unspecified)
 : 0.6 | -27 | 44 | -27 | 6 | -0.024 | 1 | -3 | 0
- CCOC(=O)Cc1c(C)[nH]c(=S)[nH]c1=O
 : 1.2 | -20 | -17 | 5 | . | 0.44 | 1.2 | -17 | 5
- COc1cc(/C=N/Nc2nc(Nc3ccc(C)cc3)nc(-n3nc(C)cc3C)n2)cc(OC)c1OC
 : 0.9 | -11 | 10 | -22 | 6 | 0.024 | 1 | -3 | .
